Myeloid diff MLP = induction of myeloid progenitor differentiation, primary screen, cell-based, flow cytometry, MLPCN library. ER-HoxA9 myeloid progenitors, lysozyme-GFP differentiation. calls only at 10 µM. 1% of 360,000 active;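 active = normalized GFP-positive differentiation at or above the plate's own cutoff, the solvent-only control mean plus 3 SD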;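 also: cells exposed to compound for four days before flow analysis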
Salmonella PhoP GFP = inhibitors of PhoP regulon expression, primary screen, Salmonella Typhimurium, GFP reporter (AID 1863). S. Typhimurium PhoP-regulated promoter GFP reporter, 4 h; higher % means a stronger effect. inhibition, % at 50 µM; hits with a dose series show IC50 in µM. 0.16% of 300,000 active;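 active = inhibition over 29.93%, a cutoff 3 SD above the screen mean, later confirmed by dose response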;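 also: 0% = low Mg2+ inducing control and 100% = high Mg2+ repressing control; strong numbers were not always called active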
NTR1 ag = agonists of NTR1, primary screen, imaging, U2OS cells, beta-arrestin-GFP, high content (AID 493036). NTR1-U2OS beta-arrestin-GFP spot imaging, agonist mode. activation, % at 20 µM. Neurotensin receptor type 1 (Homo sapiens), P30989. 0.17% of 330,000 active;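 active = activation at or above 40% of the spot to cytoplasm intensity ratio, with at least 20 cells analyzed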;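 also: 0% = DMSO without peptide and 100% = 100 nM NTR1 peptide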
Target sequence (P30989 whole entry, looked up): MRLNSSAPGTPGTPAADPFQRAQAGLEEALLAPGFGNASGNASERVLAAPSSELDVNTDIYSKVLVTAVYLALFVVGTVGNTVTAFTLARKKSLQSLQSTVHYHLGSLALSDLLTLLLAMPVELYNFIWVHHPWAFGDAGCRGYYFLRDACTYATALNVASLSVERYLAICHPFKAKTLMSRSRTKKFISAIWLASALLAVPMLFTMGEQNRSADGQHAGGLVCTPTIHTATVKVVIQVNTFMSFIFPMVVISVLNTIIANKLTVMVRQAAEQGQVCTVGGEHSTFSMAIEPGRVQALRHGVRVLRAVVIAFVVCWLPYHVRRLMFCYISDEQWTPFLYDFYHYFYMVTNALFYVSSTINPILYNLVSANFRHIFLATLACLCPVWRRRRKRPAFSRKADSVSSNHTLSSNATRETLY
Rac1 GTP hydrolysis = MgcRacGAP GTPase-activating activity inhibitors, confirmation, biochemical, ADP Hunter fluorescence. Rac GTPase-activating protein 1 (Homo sapiens). MgcRacGAP-stimulated Rac1 GTP hydrolysis, ADP Hunter fluorescence; higher % means a stronger effect; GST-tagged Rac1 F28L mutant substrate. inhibition, % at 30 µM; hits with a dose series show IC50 in µM. 0.6% of 340,000 active. AID 624330, 2012;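 active = first-screen hits whose inhibition reached a set limit at any dose in the follow-up dose series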;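 also: fluorescence reports GDP produced by GAP-driven GTP hydrolysis; strong numbers were not always called active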
GPR55 LPI antagonism = GPR55 antagonists blocking LPI-driven arrestin recruitment, primary screen, imaging, U2OS, beta-arrestin-GFP, LPI agonist (AID 2013). G-protein coupled receptor 55 (Homo sapiens). U2OS GPR55 beta-arrestin-GFP translocation imaging, LPI antagonism; higher % means a stronger effect. inhibition, % at 10 µM; hits with a dose series show IC50 in µM. 0.13% of 290,000 active;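 active = spots per cell inhibited over 60%, with over 100 cells counted and total cytoplasm intensity under 500,000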;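 also: U2OS cells stably carrying GPR55 and arrestin-GFP stimulated by 5 µM LPI near EC80; imaged beta-arrestin-GFP aggregate spots per cell after agonist stimulation; plate controls were LPI-stimulated DMSO wells for no effect and DMSO wells without LPI for full effect; some results filed as inactive read as strong as hits; confirmed hits need IC50 under 10 µM and bright autofluorescent wells are also inconclusive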
Siah-1 displacement = Siah-1 peptide-binding antagonists, primary screen, biochemical, fluorescence polarization, rhodamine-plectin, uHTS (AID 1817) | 0.02% of 290,000 active | displacement, % at 20 µM, or IC50 in µM where a hit was titrated | E3 ubiquitin-protein ligase SIAH1 (Homo sapiens) | Siah-1 / rhodamine-plectin peptide fluorescence polarization; higher % means a stronger effect;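 active = displacement of at least 50% at 20 µM, with a fluorescence ratio check between 0.3 and a set limit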;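 also: plate controls were Siah plus tracer with DMSO for no effect and tracer alone without Siah for full effect; strong numbers were not always called active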
HIV peptide binding = inhibitors of HIV fusion peptide binding, primary screen, biochemical, uHTS, fluorescence dequenching (AID 1986). cell-free peptide binding, fluorescence dequenching, 30 min; higher % means a stronger effect. inhibition, % at 20 µM; hits with a dose series show IC50 in µM. 0.3% of 290,000 active; in the data active = inhibition mostly above about 52%, no sharp cut-off; inactive = mostly below about 76%; also: some results filed as inactive read as strong as hits
GPR35 arrestin U2OS = GPR35 antagonists blocking zaprinast-driven arrestin recruitment, primary screen, imaging, U2OS, beta-arrestin-GFP, zaprinast agonist (AID 2058); one-dose inhibition, % at 10 µM; IC50 in µM for titrated hits; 0.052% of 290,000 active; U2OS GPR35 beta-arrestin-GFP translocation imaging, zaprinast antagonism; higher % means a stronger effect;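 active = inhibition of at least 50% with at least 30 cells and total cytoplasm GFP at most 10,000,000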
LYP phosphatase = inhibitors of LYP phosphatase, biochemical, fluorescence intensity, uHTS (AID 1779). Tyrosine-protein phosphatase non-receptor type 22 (Homo sapiens). recombinant LYP phosphatase, fluorescence intensity; higher % means a stronger effect. one-dose inhibition, % at 11.5 µM; IC50 in µM for titrated hits. 0.054% of 290,000 active; in the data active = inhibition above about 50%;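 also: plate controls were vehicle with enzyme for no effect and no enzyme for full effect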
NTR1 ag cell count 20 µM = second read-out of NTR1 ag, no call of its own (marks repeat the call); cell count; measured here: cell count, cytotoxicity flag
Myeloid diff MLP GFP+ MAC1+ % = also measured in Myeloid diff MLP; calls as there; GFP+ MAC1+ double positive, %; measured here: differentiation confirmed by MAC1 staining
* = called active by the depositor; i = inactive; . = no result given. Compounds as they come (roughly 2.4% active in at least one column).

SMILES | Myeloid diff MLP | Myeloid diff MLP GFP+ MAC1+ % | Salmonella PhoP GFP | NTR1 ag | NTR1 ag cell count 20 µM | Rac1 GTP hydrolysis | GPR55 LPI antagonism | Siah-1 displacement | HIV peptide binding | GPR35 arrestin U2OS | LYP phosphatase
C#CCOCCOCCOCCNc1nc(N2CCN(C(=O)[C@H](CCC(=O)O)n3cc(C(N)CO)nn3)CC2)nc(N2CCN(C(=O)[C@H](CCC(=O)O)n3cc(C(N)[C@H](C)CC)nn3)CC2)n1 (some centres undefined) | i | 2.0 | -8% | 0.5 | 81 | 9% | 6% | 5% | -0.4% | 7% | -8%
CC(=O)NCC1CCN(C(=O)C2CCC(=O)N(CCc3cccc(F)c3)C2)CC1 (centres undefined) | i | 4.0 | -4% | 0.3 | 63 | 6% | 4% | 10% | 0.3% | 4% | -8%
COCC(C)n1c(C)cc(C(=O)COC(=O)c2n[nH]c3ccccc23)c1C (centres undefined) | i | 0.6 | -1% | 0.0 | 60 | 8% | -9% | -1% | -0.4% | 8% | 3%
CC(=O)CSc1nnc(-c2ccco2)n1-c1ccccc1 | i | 0.4 | -3% | -0.5 | 41 | -1% | -5% | 4% | -0.5% | 11% | 2%
COc1ccc(CCn2c(=O)c3cccnc3n(Cc3cccc([N+](=O)[O-])c3)c2=O)cc1OC | i | 0.0 | 0% | 0.5 | 97 | 11% | 1% | -4% | -3.5% | -4% | -7%
CCSC(=S)Nc1c(C)n(C)n(-c2ccccc2)c1=O | i | 0.3 | -1% | 0.9 | 38 | -5% | 1% | 7% | 1.9% | -5% | -3%
CCN1CCSc2ccc(C(=O)NCc3cccc(F)c3)cc21 | i | 1.3 | . | 0.6 | 85 | 8% | -8% | 8% | 1.3% | 10% | -13%
CC(C)Cc1nnc(NC(=O)CCC(=O)N2CCN(c3ccccc3)CC2)s1 | i | 2.7 | 1% | 0.4 | 42 | . | 4% | 2% | 1.7% | 15% | -7%
Cc1nn(-c2ccc(F)cc2)c(Cl)c1C(=O)N(C)CC(=O)Nc1cccc(F)c1 | i | 0.5 | 7% | -0.3 | 74 | 5% | . | . | . | . | .
COc1ccc(CN2C3CCC2CC(NC(=O)c2cc(OC)c(OC)c(OC)c2)C3)cc1 (centres undefined) | i | 0.5 | -4% | -1.5 | 56 | 9% | -11% | 7% | 0.6% | -2% | -11%
CCCC(=O)NC(Nc1c(C)n(C)n(-c2ccccc2)c1=O)C(Cl)(Cl)Cl (centres undefined) | i | 0.8 | -2% | 0.0 | 94 | 4% | 13% | 0% | 1.2% | -3% | -2%
Cc1sc(/C=C2\C(=O)ON=C2c2ccccc2)cc1Br | . | . | 6% | 0.0 | 65 | . | 0% | 0% | 21% | -8% | 8%
COC(=O)c1c(NC(=O)CSc2nnnn2-c2ccccc2)sc2c1CCCC2 | i | 1.0 | 4% | 7.0 | 42 | 4% | 5% | 1% | -1.0% | 2% | 5%
COc1cc(CC(=O)Nc2sccc2C(N)=O)cc(OC)c1OC | i | 1.2 | -3% | -1.2 | 49 | 12% | -18% | -4% | -0.4% | -5% | -9%
Cc1cc(NC(=O)c2ccc(Cl)cc2)n(-c2ccccc2)n1 | i | 0.7 | -5% | 0.0 | 62 | 4% | 12% | -2% | 0.6% | 10% | -6%
CCOc1ccc(-n2c(=S)sc3c(=O)n(-c4ccccc4)c(SC)nc32)cc1 | i | 0.7 | -5% | 3.5 | 114 | 3% | 4% | 4% | -0.8% | 4% | -2%
Cc1c(C(=O)NN)sc(-c2ccccc2)c1C#N | i | 0.2 | -10% | -0.2 | 40 | . | -1% | 0% | -0.5% | -3% | -3%
Cc1ccc2sc(N(CCN(C)C)C(=O)c3ccc4ccccc4c3)nc2c1C | i | 2.1 | -8% | 4.7 | 67 | 6% | 0% | -5% | 0.5% | 6% | -7%
COc1ccc(N=c2cc(-c3ccc(OC)cc3)oc3ccccc23)cc1 | i | 2.4 | 31% | 4.3 | 67 | 7% | 8% | -5% | -2.0% | -5% | 5%
O=C(Nc1ccccc1)N1CCCC1c1cccs1 (centres undefined) | i | 0.9 | -7% | -0.7 | 55 | 7% | 16% | 11% | 0.6% | 9% | -5%
COc1ccccc1C(CNC(=O)c1cc(C)nc2ccccc12)N(C)C (centres undefined) | . | . | 3% | -1.1 | 48 | 7% | -8% | 3% | 0.4% | -12% | -4%
CCc1ccccc1OCC(=O)NC1CCCC1 | i | 0.5 | 1% | . | . | 4% | 6% | 1% | 0.7% | -2% | -10%
COC(=O)c1cccc(CSc2nc3ccccc3[nH]2)c1 | i | 0.6 | 9% | 0.7 | 89 | 8% | 13% | 3% | 1.2% | 10% | -1%
O=C(NC1CC2CCCC(C1)N2Cc1ccccc1)c1cccc(Cl)c1 (centres undefined) | i | 0.2 | 9% | -1.4 | 58 | 5% | 14% | -5% | -1.4% | 2% | -9%
CC(C)(C)c1ccc(C(CC(=O)O)NC(=O)Cc2ccc(Cl)cc2)cc1 (centres undefined) | i | 0.6 | 1% | 1.9 | 80 | 7% | -8% | -2% | 5.4% | 19% | -1%
CC(=O)Nc1ccc(C2NC(=O)c3ccccc3O2)cc1 (centres undefined) | i | 1.6 | 7% | -0.4 | 64 | 9% | 9% | -3% | -1.4% | 6% | -8%
CC(=O)Nc1cc([N+](=O)[O-])ccc1N1CCOCC1 | i | 0.5 | -7% | 0.3 | 77 | 11% | 6% | 1% | 0.7% | 7% | -6%
C[C@H](NC(=O)c1nc[nH]c1C(=O)NCc1ccccc1)C(=O)OCc1ccccc1 | i | 2.1 | . | 12 | 89 | 8% | 3% | -2% | 0.2% | -6% | -8%
COC(=O)C1=C(CS(=O)(=O)c2ccccc2)NC(=O)NC1c1ccc(O)cc1 (centres undefined) | i | 1.1 | -3% | -0.7 | 40 | 2% | -17% | 1% | -0.9% | 20% | -6%
Cc1nc2ccc(Cl)cc2c(-c2ccccc2Cl)c1CC(=O)O | i | 2.5 | 6% | -2.5 | 73 | 5% | 88% | -3% | 5.9% | -1% | -10%
COc1ccc(C2C(C(=O)OC3CCCCC3)=C(C)Nc3nnnn32)c(OC)c1OC (centres undefined) | i | 0.2 | -12% | 0.2 | 37 | 4% | -4% | 6% | 0.2% | 6% | 1%
CCNC(=O)Oc1ccc[nH]c1=O | i | 0.4 | -1% | -0.7 | 41 | 7% | 1% | 15% | 0.8% | -2% | -7%
Cc1ccc2nsnc2c1NC(=O)c1cccc([N+](=O)[O-])c1 | . | . | -1% | -1.9 | 91 | . | 5% | -6% | -1.2% | 8% | -5%
O=C(CCNC(=O)c1ccc(Cl)cc1)NCC(c1ccco1)N1CCCCC1 (centres undefined) | i | 0.8 | -6% | 0.5 | 71 | 2% | . | . | . | . | .
COc1c(/C=C2\SC(=Nc3ccccc3Cl)NC2=O)cccc1[N+](=O)[O-] | i | 0.5 | 2% | 3.7 | 66 | 17% | -24% | -5% | 20% | -28% | 5%
c1ccc(Cn2c(CNc3nc4ccccc4n3CCN3CCCCC3)nc3ccccc32)cc1 | i | 0.4 | 6% | 4.3 | 49 | 11% | 16% | -4% | -3.3% | -13% | -1%

5 entries picked at random from those above, as already listed:
SMILES | Myeloid diff MLP | Myeloid diff MLP GFP+ MAC1+ % | Salmonella PhoP GFP | NTR1 ag | NTR1 ag cell count 20 µM | Rac1 GTP hydrolysis | GPR55 LPI antagonism | Siah-1 displacement | HIV peptide binding | GPR35 arrestin U2OS | LYP phosphatase
CCCC(=O)NC(Nc1c(C)n(C)n(-c2ccccc2)c1=O)C(Cl)(Cl)Cl (centres undefined) | i | 0.8 | -2% | 0.0 | 94 | 4% | 13% | 0% | 1.2% | -3% | -2%
O=C(Nc1ccccc1)N1CCCC1c1cccs1 (centres undefined) | i | 0.9 | -7% | -0.7 | 55 | 7% | 16% | 11% | 0.6% | 9% | -5%
C#CCOCCOCCOCCNc1nc(N2CCN(C(=O)[C@H](CCC(=O)O)n3cc(C(N)CO)nn3)CC2)nc(N2CCN(C(=O)[C@H](CCC(=O)O)n3cc(C(N)[C@H](C)CC)nn3)CC2)n1 (some centres undefined) | i | 2.0 | -8% | 0.5 | 81 | 9% | 6% | 5% | -0.4% | 7% | -8%
COC(=O)c1c(NC(=O)CSc2nnnn2-c2ccccc2)sc2c1CCCC2 | i | 1.0 | 4% | 7.0 | 42 | 4% | 5% | 1% | -1.0% | 2% | 5%
COc1ccc(C2C(C(=O)OC3CCCCC3)=C(C)Nc3nnnn32)c(OC)c1OC (centres undefined) | i | 0.2 | -12% | 0.2 | 37 | 4% | -4% | 6% | 0.2% | 6% | 1%

Next section:
SMILES | Myeloid diff MLP | Myeloid diff MLP GFP+ MAC1+ % | Salmonella PhoP GFP | NTR1 ag | NTR1 ag cell count 20 µM | Rac1 GTP hydrolysis | GPR55 LPI antagonism | Siah-1 displacement | HIV peptide binding | GPR35 arrestin U2OS | LYP phosphatase
CCn1cnc2cc([N+](=O)[O-])ccc21 | i | 0.3 | -4% | -0.9 | 57 | 4% | 14% | 1% | -0.9% | -4% | -2%
O=C(c1ccccc1)c1ccc2nc(Nc3ccccc3)c3nncn3c2c1 | i | 0.4 | -4% | 15 | 59 | -8% | 9% | 4% | 0.5% | -16% | -1%
Cc1ccc(OCCn2cc(/C(N)=N/O)c3ccccc32)cc1C | i | 0.4 | 8% | 1.8 | 82 | 7% | 5% | 2% | -2.7% | 10% | -3%
CCN(C(=O)CN(C)Cc1cccc(Cl)c1Cl)c1c(N)n(Cc2ccccc2)c(=O)[nH]c1=O | i | 0.2 | 8% | -2.1 | 55 | 9% | -9% | 4% | 1.1% | -5% | -6%
COc1ccccc1N=c1oc2cc(O)ccc2cc1C(=O)NCC1CCCO1 (centres undefined) | i | 2.1 | -8% | 7.0 | 75 | 12% | -7% | -1% | 6.0% | -4% | -4%
COc1ccc2cc(CO)c(Cl)nc2c1 | i | 0.5 | 0% | 0.3 | 72 | 3% | -2% | 6% | -0.7% | 1% | -4%
Cc1c(/C=C(\C#N)c2nn(-c3ccccc3)c(N)c2C#N)c2ccccc2n1Cc1ccc(F)cc1 | i | 0.6 | -2% | 2.5 | 82 | -1% | -11% | -4% | 14% | -12% | -9%
CN1N=C(C(=O)N2CCCC(C(=O)c3cccc(C(F)(F)F)c3)C2)CCC1=O (centres undefined) | i | 0.3 | 4% | 0.7 | 37 | 10% | 11% | 3% | -0.6% | 7% | -5%

Assay outcomes from PubChem BioAssay.
